Screening data from PubChem BioAssay.
IDH1 R132H inh – human IDH1 R132H inhibition | O75874 | IDH1-R132H enzyme, NADPH consumption, diaphorase/resazurin fluorescence | Potency, µM (top dose mostly 76.6 µM), inactives show at the top dose activity change, negative = inhibition, most hits filed as inhibitors | 390,000 tested, 0.093% active | AID 602179; further: potency means the concentration at half of the fitted maximal effect; on the % scale 0 is the no-effect control and ±100 the full control effect; nearly all actives have a fitted effect of over 65% in size
Target sequence (O75874 whole entry R132H, stated change not applied): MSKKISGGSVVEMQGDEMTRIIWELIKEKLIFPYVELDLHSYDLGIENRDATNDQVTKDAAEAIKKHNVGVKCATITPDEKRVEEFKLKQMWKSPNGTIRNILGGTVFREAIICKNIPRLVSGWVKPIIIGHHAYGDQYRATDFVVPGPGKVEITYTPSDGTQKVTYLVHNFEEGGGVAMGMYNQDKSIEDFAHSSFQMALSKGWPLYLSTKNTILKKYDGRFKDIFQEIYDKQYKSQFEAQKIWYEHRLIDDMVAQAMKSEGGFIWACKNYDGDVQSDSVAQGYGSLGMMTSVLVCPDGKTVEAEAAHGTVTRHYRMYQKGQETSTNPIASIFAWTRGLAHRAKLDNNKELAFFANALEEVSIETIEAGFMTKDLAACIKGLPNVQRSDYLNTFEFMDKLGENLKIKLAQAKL
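IDH1-R132H (0.5 ug/mL) preincubated 30 min with compound, then NADPH (0.016 mM) and alpha-KG (2 mM) added; 80 min at RT, pH 7.5. Remaining NADPH coupled via diaphorase/resazurin to fluorescence (540/590 nm); concentration-response curves normalized to no-enzyme control.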
GRP78 ERSR act – ER stress response induction in glioma | U87-MG GRP78 promoter luciferase reporter, 16 h | Potency, µM, for inactives: at the highest dose activation, most hits filed as activators | 420,000 tested, 0.02% active; further: potency means the concentration at half of the fitted maximal effect; series mostly up to about 76 µM; % of control where 0% means no effect; nearly all actives have a fitted effect of over 35% in size
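Stably transfected U87-MG glioma cells carrying a GRP78-based luciferase sensor; 16 h compound incubation. Luminescence end-point read 10 min after Bright-Glo addition at room temperature.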
RXFP1 agonist – activates the human relaxin receptor RXFP1 | Q9HBX9 | HEK293T-RXFP1 cAMP TR-FRET, 30 min; response scale: percent of porcine relaxin response, buffer zero | Potency, µM (titrated, usually from 57.5 µM), for the others: at the top dose activation, actives largely listed as activators | 370,000 tested, 0.3% active | AID 2676; further: potency means the concentration at half of the fitted maximal effect; on the % scale 0 is the no-effect control and ±100 the full control effect; nearly all actives have a fitted effect of over 60% in size; many of its hits are not listed in these tables
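HEK293T cells stably expressing RXFP1 were pretreated with the PDE4 inhibitor Ro 20174, exposed to compounds for 30 min at 37C, lysed, and cAMP was read by TR-FRET. Data normalized to buffer (basal) and 29 nM porcine relaxin (100%).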
Vif-APOBEC3G blk – inhibitors of Vif-APOBEC3G interaction. Potency, µM (titrated, usually from 46.1 µM), for the others: at the top dose activity, negative = active, hits mostly inhibitors. AID 602310. Q9HC16. 410,000 tested, 0.076% active. HeLa A3G-eYFP + Vif (tagged APOBEC3G with the HIV-1 protein that degrades it), YFP fluorescence, overnight;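 further: potency means the concentration at half of the fitted maximal effect; on the % scale 0 is the no-effect control and ±100 the full control effect; nearly all actives have a fitted effect of over 60% in size; hits raise eYFP signal because A3G escapes Vif-driven loss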
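Read-out is eYFP fluorescence (Ex 488/Em 500-530) from Vif-expressing HeLa A3G-eYFP cells; more signal means A3G escaped Vif-mediated degradation. Cells plated overnight, compound pinned in, incubated overnight at 37 deg C.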
LDHA block – blocks human lactate dehydrogenase A. P00338. purified LDHA, NADH/diaphorase-resazurin fluorescence; hits give low values. activity change, % (values are at about 110 or 230 µM). 480,000 tested, 0.15% active. AID 1347041; in the data active means activity change below about -30%; inconclusive means mostly about -25% to -30%;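 further: plate controls were DMSO wells for no effect and wells without enzyme for full effect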
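LDH5 2 nM; NADH 0.06 mM, pyruvate 0.2 mM; 200 mM Tris pH 7.4, EDTA, Tween-20; 5 min RT. Detection: diaphorase 0.133 mg/mL + resazurin 37 µM, fluorescence ex540/em590 at 0 and 20 min; normalized to enzyme-free and DMSO wells.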
Vif-A3F inh – Vif-A3F binding inhibition. HeLa A3F-eYFP + Vif (tagged APOBEC3F with the HIV-1 protein that degrades it), YFP fluorescence increase. Potency, µM (series often up to 46.1 µM), for inactives: at the top dose activity, negative = active. 390,000 tested, 0.2% active; further: potency means the concentration at half of the fitted maximal effect; % of control where 0% means no effect; nearly all actives have a fitted effect of over 65% in size
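HeLa cells stably expressing Vif plus C-terminally eYFP-tagged A3F were seeded, incubated overnight at 37 deg C, dosed with compound, incubated overnight again at 37 deg C. Yellow fluorescence (Ex 488/Em 500-530) reported blocked Vif-mediated A3F-eYFP degradation.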
TrxR1 substrate – substrates of rat thioredoxin reductase 1. O89049. Potency, µM (top dose mostly 114 µM), inactives show at the top dose activity change, negative = substrate turnover. purified TrxR1 substrate turnover, NADPH consumption readout. 390,000 tested, 0.01% active; further: potency means the concentration at half of the fitted maximal effect; on the % scale 0 is the no-effect control and ±100 the full control effect; nearly all actives have a fitted effect of over 50% in size
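Rat TrxR1, dispensed at 90 nM, was prereduced with 400 uM NADPH (final) for 5 min at ~22 deg C, then incubated with compound 15 min before 400 uM selenite. A first-read NADPH fluorescence drop versus no-compound background flagged substrates.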
USP1-UAF1 inh – blocks the human USP1/UAF1 deubiquitinase complex; O94782; recombinant USP1/UAF1, Ub-Rhodamine cleavage fluorescence; Potency, µM (doses to about 57.1 µM), for inactives: top-dose activity change, negative = inhibition, usual class: inhibitors; 390,000 tested, 0.23% active; further: potency means the concentration at half of the fitted maximal effect; on the % scale 0 is the no-effect control and ±100 the full control effect; nearly all actives have a fitted effect of over 60% in size; inactives centre near -12
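USP1/UAF1 complex (1 nM) preincubated 15 min at room temperature with compound, then Ub-Rho substrate (150 nM final) added. Kinetic fluorescence at 480/540 nm over 6 reads at 60 s intervals; 50 mM HEPES pH 7.8, 0.5 mM EDTA, 0.1 mg/ml BSA, 1 mM TCEP, 0.01% Tween-20.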
PI4K2A inh – PI4K2A (human) kinase inhibition; Q9BTU6; purified PI4K2A, ADP-Glo luminescence, 1 h; hits give low values; activity change, negative = inhibition, % at 76.9 µM; 420,000 tested, 0.13% active; AID 1346378; in the data active means activity change below about -50%; inconclusive means mostly about -30% to -49%;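 further: -100% = wells without enzyme as full effect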
Target sequence (Q9BTU6 whole entry, looked up): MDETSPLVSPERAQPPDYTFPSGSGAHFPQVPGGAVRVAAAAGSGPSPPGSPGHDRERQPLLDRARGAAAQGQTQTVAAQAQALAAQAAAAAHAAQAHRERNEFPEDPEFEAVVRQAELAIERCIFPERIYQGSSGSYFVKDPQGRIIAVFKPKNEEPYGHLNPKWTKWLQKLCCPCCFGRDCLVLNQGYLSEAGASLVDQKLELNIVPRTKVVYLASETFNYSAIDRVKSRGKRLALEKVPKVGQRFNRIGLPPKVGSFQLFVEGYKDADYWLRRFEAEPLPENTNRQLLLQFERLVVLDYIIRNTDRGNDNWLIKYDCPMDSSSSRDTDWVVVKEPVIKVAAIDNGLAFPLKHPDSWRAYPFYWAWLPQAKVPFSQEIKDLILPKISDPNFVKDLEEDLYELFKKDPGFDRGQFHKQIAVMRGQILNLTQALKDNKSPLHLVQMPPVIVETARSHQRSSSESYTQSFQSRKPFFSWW
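In this quantitative HTS, ADP production by PI4K2A was quantified luminescently after 1 h at ambient temperature; 100 microM adenosine served as plate-quality control.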
* hit, by the source's call; u = inconclusive; x = not tested or not shown; & = joins results of further samples; [ ] = remark or other dose. Unless noted, the call rests on the fitted dose curve; in most records, active means well fitted curve in the direction sought with a large enough effect; inconclusive means small, poorly fitted or top-dose-only effect, or another doubt; inactive means no such curve, though single readings can be large; an effect the other way counts as inactive or inconclusive. Not all compounds are listed, so the mix of outcomes need not match the whole.

Molecule | Vif-A3F inh | IDH1 R132H inh | RXFP1 agonist | TrxR1 substrate | LDHA block | Vif-APOBEC3G blk | PI4K2A inh | USP1-UAF1 inh | GRP78 ERSR act
CC(C)(C)OC(=O)N[C@@H](C(=O)OC(C)(C)C)c1ccc2ccccc2c1 | 1% | 6% | 0.7% | 0%[57.1 µM] | -1 | 0% | -6 | -2% | -4%
Cc1nonc1CC(=O)N1CCc2c([nH]c3ccccc23)C1c1ccccc1F (configuration not stated) | -29% | 9% | 0.4% | 2%[57.1 µM] | -4 | -4% | -1 | -9% | 1%
c1cc(CNC2C3CC4CC(C3)CC2C4)ccn1 (configuration not stated) | 15% | 3% | -1.0% | 6% | 3&-3 | 1% | 1 | -11% | -5%
CSc1ncccc1C(=O)OCC(=O)NC12CC3CC(CC(C3)C1)C2 | 2% | 5% | x | -8% | -1 | -3% | 0 | -17% | -2%
COc1ccc(F)c(CN2CCCC(CO)(Cc3cccc(Cl)c3)C2)c1 (configuration not stated) | -1% | 9% | -0.4% | -5% | -1 | -3% | 7 | -12% | -3%
CCOC(=O)c1ccc2c(c1)N(CC(=O)N1CCCCC1)C(=O)C(C)(C)O2 | -3% | 0% | 0.9% | 6% | -8 | -2% | 3 | -20% | 0%
Cc1nc2ccc(S(=O)(=O)NCC(=O)Nc3ccc(F)cc3F)cc2s1 | x | x | 6.8% | 6% | -5 | x | -2 | -11% | x
CCOc1ccc(C(NC(C)=O)c2cc(Cl)c3cccnc3c2O)cc1 (configuration not stated) | x | x | x | -6% | 9 | 2% | x | x | 0%
Cc1c(Cl)cccc1NC(=S)/C(=C(\[O-])c1ccc(Cl)s1)[n+]1ccccc1 | 3% | 8% | -0.2% | -18% | -2 | -8% | -6 | -4% | -5%
COc1ccccc1OCC(=O)Nc1ccc(C(=O)Nc2ccccc2C(=O)O)cc1 | 1% | 16% | x | x | -4 | -5% | 5 | -15% | -2%
CCCOc1cccc(C(=O)Nc2ccccc2C(=O)N2CCN(C)CC2)c1 | 2% | 7% | -0.1% | 1% | -1 | 1% | -1 | -13% | -2%
O=C(COc1ccc(Cl)cc1Cl)Nc1ccc(-c2ccc(N3CCOCC3)nn2)cc1 | 5% | -5% | 3.6% | 0% | -10 | -3% | -9 | -10% | -1%
CC1COCC(C)N1C1=C(Cl)C(=O)c2ccccc2C1=O (configuration not stated) | -10% | 2% | x | u | 43 | 0% | -16 | -15% | -5%
CC(=O)Nc1ccc(NC(=O)Nc2ccccc2)cc1 | -7% | 14% | 0.5% | 4% | -2 | -10% | 3 | -7% | 1%
Oc1ccc(-c2csc(Nc3ncccn3)n2)c(O)c1 | u | -2% | 0.4% | 4%[57.1 µM] | 2 | 1% | -1 | -19% | 5%
O=C(CCCn1c(=S)[nH]c2cc3c(cc2c1=O)OCO3)NCc1ccco1 | -9% | -2% | 6.2% | 2% | 1 | 1% | -2 | -16% | -4%
c1ccc2sc(N3CN(CCN4CCOCC4)CN(c4nc5ccccc5s4)C3)nc2c1 | 1% | 1% | -1.6% | -3% | 1 | -8% | 3 | -6% | -7%
COc1cc(C(C)=O)ccc1OCc1cn(CC(=O)c2ccc(O)cc2)nn1 | 4% | -10% | x | 3% | 10 | 3% | -22 | u | -3%
COc1ccc(CCNC(=O)CCSCc2ccccc2F)cc1OC | -15% | -6% | 0.3% | 1% | -4 | 2% | -3 | -21% | -7%
COc1cccc(CNC(=O)N2CCC(CN3CCC(C)CC3)CC2)c1 | -2% | -18% | -0.4% | 2%[57.1 µM] | 3 | 2% | 0 | u | 1%
Cc1ccc(S(=O)(=O)N2CCOCC2)cc1C(=O)OC(C)C(=O)c1ccccc1 (configuration not stated) | 0% | 0% | 0.7% | -4%[57.1 µM] | -1 | 1% | 0 | -8% | -5%
Cc1ccc(SCC(=O)N2CCN(c3ccc(F)cc3)CC2)cc1 | 3% | 3% | x | -5% | -4 | -16% | 0 | -13% | 0%
Cc1c(-c2ccccc2)[n+](=O)c2c(n1[O-])CCCC2 | -2% | 4% | 0.9% | -17%[57.1 µM] | -2 | -8% | -3 | -2% | 6%
CN1CCN(c2oc(-c3ccc(OCc4ccc(Cl)cc4)cc3)nc2C#N)CC1 | x | x | x | 12% | -13 | 2% | x | x | 0%
Cc1ccc(-n2ncc(C(=O)NCCCN3CCc4ccccc4C3)c2C2CCN(C(=O)OC(C)(C)C)CC2)c(C)c1 | -2% | 0% | -1.6% | -6% | 5 | -5% | -1 | -2% | -4%
O=C(CCn1nnc2ccccc2c1=O)N[C@@H](Cc1c[nH]c2ccccc12)C(=O)O | -3% | 0% | 11% | 2% | 0 | -1% | 2 | -13% | 1%
COc1cccc(NC(=O)CCC(=O)Nc2ccc3nc(N4CCOCC4)cc(C)c3c2)c1 | 2% | -6% | -2.0% | 78%[activator] | 1 | -2% | -2 | -10% | 5%
COc1ccc(NC(=O)CCN2CCN(S(=O)(=O)c3ccc(OC)cc3)CC2)cc1 | -3% | 0% | 1.1% | 6%[57.1 µM] | -1 | -1% | -5 | 10% | -2%
O=C(c1ccc2c3n(nc2c1)-c1ccccc1CO3)N1CCCCC1 | 1% | -12% | -0.7% | 2% | 0 | 0% | u | -20% | -9%
CC[C@@H](C)[C@H](CNC)NC[C@@H](Cc1cccc2ccccc12)NCCc1cccc(C(F)(F)F)c1 | -3% | 8% | 0.0% | -1% | 10 | 1% | -1 | 1% | -13%
O=C(CCl)Nc1cc(SCC(O)CO)cc([N+](=O)[O-])c1 (configuration not stated) | 5% | -3% | 3.5% | 3% | 1 | -30% | -5 | -2% | -15%
CCCCNC(=O)C1CCN(C(=O)Nc2ccc(C)cc2)CC1 | 5% | 3% | -1.7% | 9%[57.1 µM] | 2 | -1% | -5 | 2% | -4%
COc1ccc(CSc2nnc(C)n2N)cc1 | 7% | 6% | 1.1% | 8%[57.1 µM] | -8 | -2% | -6 | -15% | -1%
Cc1cccc2sc(N3CCN(C(=O)c4ccco4)CC3)nc12 | -5% | -3% | 1.6% | -5%[57.1 µM] | -2 | 7% | 1 | -10% | 1%
COc1ccc(/C=C(\C#N)c2nc(-c3cc(Cl)ccc3OC)cs2)cc1 | u | 22% | -0.4% | 0% | -13 | 1% | -6 | -23% | 0%
COCCN1CC(C(=O)N2CCC(Oc3ccccc3OC)CC2)CCC1=O (configuration not stated) | 0% | 2% | -0.4% | -7% | -1 | -1% | 2 | 2% | 0%
CCOc1ccc(OCCC(=O)OCC(=O)Nc2ccc(Cl)cn2)cc1 | -4% | 3% | 0.2% | -6% | -4 | 2% | -5 | -5% | -6%
O=C(O)Cc1ccc(NC(=O)COc2ccc3ccccc3c2)cc1 | -11% | 9% | -2.6% | -9% | -16 | 2% | -3 | -1% | -3%
COc1ccc(NC(=O)CSc2nccn2Cc2ccco2)c(OC)c1 | 1%&-1% | -2%&5% | -1.7%&0.9% | 0% | -1&-5 | 1%&6% | 4&-5 | -8%&-27% | -1%&-2%
COc1ccc(C2(c3ccc(OC)cc3)NC(=O)N(CC(=O)Nc3ccccc3)C2=O)cc1 | -8% | 1% | 3.1% | 2%[57.1 µM] | 2 | -7% | 0 | -22% | -1%
CC(=O)Nc1cc2c(nc1C)nc(C)n2Cc1ccc(Br)cc1 | 2% | 5% | -0.3% | -2% | -4 | 3% | 2 | -16% | -3%
CC(C)[C@H](NC(=O)C1CCCC1)c1nc2ccccc2[nH]1 | -4% | 1% | 0.4% | -1% | -11 | -20% | -11 | -6% | -1%
COc1ccc(Cc2nc3ccccc3n2CC(=O)N/N=C/c2ccc(C)cc2O)cc1OC | -4% | 6% | 5.2% | -12% | -4 | 0% | -4 | -13% | -3%
Cc1ccc(S(=O)(=O)NCc2ccc(C(=O)NC3CCCCC3)cc2)cc1 | -19% | -1% | 4.0% | -1% | -2 | 1% | -1 | -11% | u
CC(=O)C1C(=O)c2c(cccc2[N+](=O)[O-])C1=Nc1ccc(S(N)(=O)=O)cc1 (configuration not stated) | 0% | -6% | 16% | -9% | 4 | 4% | -6 | -13% | -1%
CCOC(=O)C1CCN(C(=O)C2CC(=O)N(c3ccc4c(c3)OCCO4)C2)CC1 (configuration not stated) | 1% | 0% | 0.9% | 0% | 0 | 3% | -2 | -24% | -2%
Cn1cc(C=O)c(-c2ccc3c(c2)OCCCO3)n1 | 7% | -11% | 2.0% | 0% | 3 | -1% | 0 | -15% | 4%
COc1cccc(C(=O)NCC(=O)NNc2ncnc(N)c2[N+](=O)[O-])c1 | 3% | 11% | 7.2% | 1%[57.1 µM] | -2 | 1% | -4 | -10% | -3%
Cc1cccc(CSc2ccc(-c3ccco3)nn2)c1 | -4% | 4% | 3.7% | -2% | 0 | 0% | -3 | -16% | 6%
CCCCC(=O)N(CCOC)c1nnc(-c2ccccc2C)s1 | 30%[activator] | 10% | 0.3% | 2% | 3 | -10% | 4 | -18% | -2%
CN1C(=O)[C@H]2[C@@H](c3ccc(C(F)(F)F)cc3)N[C@]3(CCCN(Cc4ccc(Br)cc4)C3=O)[C@H]2C1=O | 9% | -6% | x | x | 0 | 8% | -3 | -27% | 0%
CCC1(CC)C(=O)N(C)C(=O)NC1=Nc1ccc(OC)cc1 | 2% | 1% | 0.5% | 8%[57.1 µM] | 2 | 0% | -2 | -15% | -5%
